TDP43 rescue = rescues yeast growth from TDP-43 toxicity; TDP-43 expressing yeast growth rescue, BacTiter-Glo, 24 h; 410,000 tested, 1.8% active; AID 652104; Potency, µM (series often up to 46.1 µM), for inactives: at the highest dose growth rescue (activation), usual class: activators; also: % of control where 0% means no effect; nearly all actives have a fitted effect of over 50% in size
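Cell-based yeast growth screen: TDP-43 expression induced in galactose, inoculum OD600=0.02 after raffinose pregrowth to mid-log. Read-out BacTiter-Glo luminescence at 24 hr, 30 deg C; inhibition of toxicity seen as signal increase.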
FUS yeast rescue = FUS proteinopathy suppression in yeast; S. cerevisiae FUS-expressing, growth rescue, OD600, 24 h; Potency, µM (titrated, usually from 76.6 µM), for the others: at the top dose growth rescue (activation), usual class: activators; 390,000 tested, 0.24% active;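 also: plate controls were DMSO vehicle for no effect and reference control for full effect; nearly all actives have a fitted effect of over 55% in size; some results filed as inactive show a strong effect at the top dose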
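S. cerevisiae expressing FUS from galactose induction served as the toxicity model. Growth after 24hr at 30C, read as absorbance at 600 nm, indicates suppression of toxicity; compounds dosed at several concentrations.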
PTHR1 agonist = activates the human parathyroid hormone receptor PTHR1; Q03431; HEK293 GP2 PTHR1 cells, GloSensor cAMP luminescence, 1 h; 410,000 tested, 0.075% active; Potency, µM (titrated, usually from 115 µM), for the others: at the top dose activation, usual class: activators; also: nearly all actives have a fitted effect of over 55% in size; some results filed as inactive show a strong effect at the top dose; inactives centre near -15; many of its hits are not listed in these tables
Target sequence (Q03431 whole entry, looked up): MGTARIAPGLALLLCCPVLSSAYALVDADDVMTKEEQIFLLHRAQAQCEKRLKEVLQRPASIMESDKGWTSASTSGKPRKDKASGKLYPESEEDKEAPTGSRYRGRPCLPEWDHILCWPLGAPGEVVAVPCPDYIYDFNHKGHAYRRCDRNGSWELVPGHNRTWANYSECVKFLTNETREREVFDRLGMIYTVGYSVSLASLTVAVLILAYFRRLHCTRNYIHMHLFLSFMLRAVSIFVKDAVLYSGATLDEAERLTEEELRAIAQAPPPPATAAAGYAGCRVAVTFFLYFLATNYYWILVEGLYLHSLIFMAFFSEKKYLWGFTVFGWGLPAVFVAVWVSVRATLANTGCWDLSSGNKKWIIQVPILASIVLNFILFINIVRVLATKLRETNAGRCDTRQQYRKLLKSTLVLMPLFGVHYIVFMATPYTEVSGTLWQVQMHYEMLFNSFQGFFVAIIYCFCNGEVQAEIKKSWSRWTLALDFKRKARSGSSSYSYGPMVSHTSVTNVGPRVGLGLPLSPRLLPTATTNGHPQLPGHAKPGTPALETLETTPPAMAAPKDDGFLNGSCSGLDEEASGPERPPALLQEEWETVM
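HEK-293-derived GP2 cells expressing PTHR1 and a GloSensor cAMP reporter, 3,000/well, plated overnight, given luciferin plus IBMX (each 0.5 mM as added) for 1 h at 37 °C, then compound for 1 h at 37 °C. Luminescence was read after 15 min at room temperature.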
Numbers without * were called inactive; i = inactive; u = inconclusive; [ ] = dose if it differs, or a comment. Calls follow the shape of the dose curve; as a rule, active = well fitted curve in the direction sought with a large enough effect; inconclusive = small, poorly fitted or top-dose-only effect, or another doubt; inactive = no such curve, though single readings can be large; an effect the other way counts as inactive or inconclusive. Potency is read from the fitted curve at half-maximal effect.

SMILES	TDP43 rescue	FUS yeast rescue	PTHR1 agonist
COc1cc(C(=O)N2CCN(C(=O)COc3cccc(C)c3)CC2)cc(OC)c1OC	9%	15%	i
COc1cccc(CNC(=O)CSc2nnc(C)c3c(C)n(-c4ccccc4)nc23)c1	8%	-2%	i
COc1cccc(-c2cn3c(n2)sc2cc(C(=O)NC4CCCCC4)ccc23)c1	2%	16%	i
CCCCCOc1ccc(/C=C/C(=O)Nc2sc3c(c2C(=O)OCC)CCC3)cc1OC	9%	-10%	-19%
COc1ccc(NC(=O)CSc2nnc(-c3ccc(OC)cc3)s2)cc1	14%	7%	-16%
CCOc1ccc(C(=O)c2oc3ccccc3c2NC(=O)Cc2coc3ccc(CC)cc23)cc1	6%	-14%	-11%
Cc1ccc2occ(CC(=O)N(Cc3ccc(N(C)C)cc3)C3CCS(=O)(=O)C3)c2c1 (stereo not drawn)	9%	-3%	i
CCN1C(=O)C2(c3ccccc31)c1c(oc3ccccc3c1=O)C(=O)N2CCOC (stereo not drawn)	21%	3%	-6%
O=C(Nc1cccc2c1CCCC2)N1CCOc2ccc(Cl)cc21	11%	-5%	i
CC(=O)c1ccc(NC(=O)c2cnn(-c3cccc(F)c3)c2-n2cccc2)cc1	11%	2%	-41%[inhibitor]
CN(C)CCn1c2c(c(SCC(=O)Nc3ccc(F)cc3F)nc1=O)CCC2	9%	-14%	i
COc1ccc(Nc2c(-c3ccccn3)nc3ccc(Cl)cn23)cc1	16%	1%	-25%
COc1ccc(CCNC(=O)C2=C(C)C(=O)OC23CCCCC3)c(OC)c1OC	24%	0%	-22%
Cc1cccc(N2CCN(C(=O)CCn3c(=O)c4cccn4c4cccnc43)CC2)c1C	u	-10%	-34%[inhibitor]
O=C(CSc1cn(CCNC(=O)c2c(F)cccc2F)c2ccccc12)Nc1ccc2c(c1)OCCO2	12%	17%	-3%
COc1cc(OC)c(NC(=O)CCS(=O)(=O)c2ccc3c(c2)oc(=O)n3C)cc1Cl	8%	5%	i
COc1ccc(CCNC(=O)Cn2c(=O)nc(-c3ccccc3F)c3cc(Cl)ccc32)cc1OC	13%	-9%	-11%
COc1ccc(CNC(=O)c2ccc3c(c2)CCN3S(=O)(=O)c2ccc(Cl)cc2)cc1	18%	-4%	-11%
Cc1ccc(NC(=O)Cn2nc(-c3ccccc3)nc(Cc3ccccc3)c2=O)cc1	9%	-7%	-24%
CCOC(=O)c1cc(S(=O)(=O)N2CCN(c3cccc(C)c3C)CC2)[nH]n1	35µM*	u	-4%
Cc1oc2ncnc(N3CCCCC3)c2c1C(=O)Nc1cccc(F)c1	8%	15%	5%
CCC(=O)N1CCc2cc(S(=O)(=O)NCCC(=O)Nc3ccc(C)cc3)ccc21	9%	-5%	0%
CC(C)c1ccc(NC(=O)CSC2=Nc3ccccc3C3=NC(CC(=O)NC4CCCCC4)C(=O)N23)cc1 (stereo not drawn)	20%	32µM*	14%
COc1ccc(C(=O)c2c(N)c(C(=O)Nc3ccccc3Cl)c3ccccn23)cc1	-6%	-6%	4%
O=S(=O)(Nc1ccc(F)cc1F)c1ccc(Br)s1	20µM*	-8%	-34%[inhibitor]
SMILES	TDP43 rescue	FUS yeast rescue	PTHR1 agonist
CC(NC(=O)Nc1cc(Cl)ccc1Cl)c1c(-n2cccc2)sc2c1CCCC2 (stereo not drawn)	2%[9.22 µM]	-15%	i
COc1cc(OC)c(C2C=C(c3ccc(C)cc3)Nc3c(C(=O)Nc4ccccc4)cnn32)cc1OC (stereo not drawn)	11%[9.22 µM]	u	-23%
COc1ccc(NC(=O)CCS(=O)(=O)c2nc(-c3cccs3)cc(C(F)(F)F)n2)cc1OC	u	17%	-95%[inhibitor]
COc1cc(C(=O)Nc2ccc3oc(-c4ccccc4)nc3c2)cc(OC)c1OC	30%	34%	-38%[inhibitor]
CCOc1ccc2nc(N3CCCC(C(=O)NCCc4ccc(C)cc4)C3)sc2c1 (stereo not drawn)	0%	-21%	i
CCn1c(C(=O)NCc2ccc(F)cc2)cc2oc3ccccc3c21	11%	40%	-6%
Cc1ccc(CCNC(=O)C2CCCN(S(=O)(=O)c3ccc4c(c3)oc(=O)n4C)C2)cc1 (stereo not drawn)	15%	-32%	i
COc1ccc(N2CC(NC(=O)/C=C\c3ccc(OC)c(OC)c3)CC2=O)cc1 (stereo not drawn)	2%	33%	7%
CCN1C(C(=O)c2ccccc2)=C(OC(=O)C(C)C)c2ccccc2S1(=O)=O	18µM*	34%	-17%
Clc1ccc(Nc2c(-c3cccs3)nc3ccc(Cl)cn23)cc1	-4%	-14%	-54%[inhibitor]
CCOc1ccccc1NC(=O)Nc1ccccc1OCc1cc(=O)n2ccccc2n1	20%	-2%	-24%
Cc1cccc(CNC(=O)C(=O)Nc2ccccc2C)c1	5%	13%	-20%
COc1ccc(-c2noc(CC(=O)Nc3cc(OC)ccc3OC)n2)cc1	3%	31%	-10%
Cc1nn(C(=O)c2c(F)cccc2F)c(C)c1S(=O)(=O)N1CCOCC1	21%	3%	i
CCOc1ccc(NC(=O)C2CCCN(c3nn4cc(-c5ccc(OC)cc5)nc4s3)C2)cc1 (stereo not drawn)	12%	20%	i
COCCN1C(=O)c2[nH]nc(-c3cc(C)ccc3O)c2C1c1ccc(C(C)C)cc1 (stereo not drawn)	19%	24%	-27%
Cc1ccc(CN2CCCn3nc(C(=O)NCc4cc(C)ccc4C)cc3C2=O)cc1	u	37%	-40%[inhibitor]
COc1ccc2c(C)c(CC(=O)NCCc3ccc(Cl)cc3)c(=O)oc2c1C	11%	-10%	i
COC(=O)c1ccccc1NC(=O)N1CCC(N2CCN(Cc3ccc(F)cc3)C(=O)C2=O)CC1	19%	10%	i
CC(=O)c1cccc(NC(=O)c2noc3c2CSc2ccccc2-3)c1	16%	14%	i
COC(=O)c1scc(-c2ccc(C)cc2)c1S(=O)(=O)Nc1cc(C)c(Cl)cc1OC	-1%	8%	1%
CC(=O)c1ccc(NC(=O)COCc2cc(-c3ccco3)on2)cc1	16%	-5%	i
CCOC(=O)c1cc(-c2ccccc2)nn1Cc1ccccc1	20%	-27%	-8%
Cc1ccc(NC(=O)c2ccc(CN3CC(=O)N4CCCCC4C3=O)cc2)cc1 (stereo not drawn)	13%	-5%	i
Cc1ccc(CCNC(=O)c2ccc(NC(=O)N3CCSc4ccccc43)cc2)cc1	16%	-5%	i
SMILES	TDP43 rescue	FUS yeast rescue	PTHR1 agonist
Cn1c(C(=O)NCc2ccc(F)cc2)cc2cc(S(=O)(=O)N3CCCCC3)ccc21	-9%	17%	-62%[inhibitor]
CN(Cc1ccccc1)S(=O)(=O)c1ccc(F)c(C(=O)Nc2cc(Cl)cc(Cl)c2)c1	13%	u	-7%
CCOc1ccc(NC(=O)Cc2c[nH]c3ccccc23)cc1	18%	5%	i
Cc1c(C(=O)N(C)Cc2ccccc2)sc2nc(-c3ccc(F)cc3)cn12	22µM*	u	-66%[inhibitor]
COc1ccc(-c2ccnc3c2c(=O)n(C)c(=O)n3C)cc1OC	10%	9%	i
CCOC(=O)c1c(C)[nH]c(C)c1S(=O)(=O)N(C)CC(=O)N1CCN(c2ccc(Cl)cc2)CC1	20%	6%	i
CC(=O)c1ccc(S(=O)(=O)N2CCn3cccc3C2c2ccc(C)cc2)cc1 (stereo not drawn)	u	u	i
CCCCCOc1ccc(/C=C/C(=O)Nc2sc(C)c(C)c2C(=O)OCC)cc1OC	-2%	-7%	-25%
Oc1cccc(C(Nc2ccccn2)c2ccc3cccnc3c2O)c1Cl (stereo not drawn)	0%	31%	i
c1ccc(CN2CCN(c3ncnc4c3cnn4-c3ccccc3)CC2)cc1	5%	-8%	-47%[inhibitor]
Cc1ccc(-c2cc(NC(=O)c3cccc(C)c3)on2)cc1	18%	-7%	i
COc1ccc(NC(=O)c2c(-c3ccc(C)cc3)nnc3ccccc23)c(OC)c1	0%	u	-20%
Cc1ccc(/C=C/c2onc(C)c2S(=O)(=O)N2CCC(C(=O)N3CC(C)Oc4ccccc43)CC2)cc1 (stereo not drawn)	-5%	26%	-25%
COc1ccc2occ(CC(=O)Nc3ccc(S(=O)(=O)Nc4nccc(C)n4)cc3)c2c1	2%	u	i
CCC1CCCCN1S(=O)(=O)c1ccc2c(c1)CCCN2C(C)=O (stereo not drawn)	u	20%	i
CCCN1C(=O)c2[nH]nc(-c3ccc(F)cc3)c2C1c1ccc(O)c(OCC)c1 (stereo not drawn)	17%	-4%	-6%
CCN(c1ccccc1)S(=O)(=O)c1ccc(NC(=O)c2cc(=O)c3cc(C)c(C)cc3o2)cc1	17%	-18%	i
COc1ccccc1-c1noc(-c2ccc(N3CCN(c4ccccc4)CC3)c([N+](=O)[O-])c2)n1	12%	13%	i
CCOc1ccc(OCC)c(NC(=O)Cn2ncc3c4ccccc4n(Cc4ccccc4)c3c2=O)c1	25%	-22%	i
Cc1ccc(CSc2nnc3[nH]c(=O)cc(C)n23)cc1	10%	-13%	9%
Cc1nc2cccnc2n1-c1cccc(C(=O)NCCN(C)C)c1	22%	17%	i
CCCNC(=O)C1CCC(Cn2c(=O)c3sccc3n(Cc3ccccc3C)c2=O)CC1 (stereo not drawn)	7%	-1%	-22%
Cc1ccc(CNc2nc(-c3ccco3)nn2S(=O)(=O)c2ccc3ccccc3c2)cc1	2%	40%	i
CCN(c1cccc(C)c1)C(CNS(=O)(=O)c1ccccc1)c1ccccc1 (stereo not drawn)	23%	14%	-17%
Cc1ccc(-n2nc(C)c(C(=O)NCCCN3CCN(c4cccc(Cl)c4)CC3)c2-n2cccc2)cc1	-5%	11%	-47%[inhibitor]
SMILES	TDP43 rescue	FUS yeast rescue	PTHR1 agonist
CC(=O)c1ccc(NC(=O)C(C)n2nc(-c3ccccc3)ccc2=O)cc1 (stereo not drawn)	u	14%	-16%
Cc1ccc(CCNC(=O)CN2C(=O)COc3ccc(S(=O)(=O)N4CCCCCC4)cc32)cc1	u	33%	-26%
CCc1ccc(NC(=O)CN2C(=O)C(c3ccc(C)cc3)=NC23CCCCC3)cc1	u	24%	-9%
COc1ccc(-c2ccc(NS(=O)(=O)c3ccc(F)c(C(F)(F)F)c3)cc2)nn1	u	u	i
Cc1cccc(NC(=O)Cn2cc(C(=O)c3ccco3)c3ccccc32)c1C	20%	-26%	-47%[inhibitor]
COc1ccc(-c2cc(C(=O)O)n(Cc3ccccc3)n2)cc1	u	-27%	i
COC(=O)c1ccc(NC(=O)n2ncc3c(C)cccc32)cc1	0%[9.22 µM]	-15%	-12%
CCC1=Nc2cc(C(=O)NC(C)c3ccccc3)ccc2Sc2ccc(Cl)cc21 (stereo not drawn)	0%	6%	i
Cc1ccccc1CS(=O)(=O)c1ncc(Cl)c(C(=O)Nc2nnc(C(C)C)s2)n1	11µM*	37%	-96%[inhibitor]
COc1ccc(NC(=O)Cn2c(=O)n(-c3ccccc3)c(=O)c3c4c(sc32)CCCC4)c(OC)c1	19%	-35%	-27%
COc1ccc(Cl)cc1NC(=O)CSc1cn(CC(=O)N2CCCCCC2)c2ccccc12	u	37%	-38%[inhibitor]
COc1cccc(C2C(C(=O)Nc3ccc(C)cc3C)=C(C)Nc3c(C(=O)Nc4cccc(C)c4)cnn32)c1OC (stereo not drawn)	15%	8%	i
CC1CCC(N2CC(=O)N(CCC3=CCCCC3)C(c3ccc(F)cc3)C2=O)CC1 (stereo not drawn)	-23%	21%	-59%[inhibitor]

Source: PubChem

A portion of the library; count on the stated rates, not on these rows.
